KDM4C inh = KDM4C (human) demethylase inhibition; Q9H3R0; GST-KDM4C 2-372, H3K9me3 peptide, LANCE TR-FRET; inhibition, % at 12.5 µM; hit rate 0.15% among 96,000; AID 720574;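 active = mean replicate inhibition above about 25%, with at least 55% of replicates also reaching it, limit read from the data, passing the limit was not always enough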
Target sequence (Q9H3R0 2-372 limits assumed): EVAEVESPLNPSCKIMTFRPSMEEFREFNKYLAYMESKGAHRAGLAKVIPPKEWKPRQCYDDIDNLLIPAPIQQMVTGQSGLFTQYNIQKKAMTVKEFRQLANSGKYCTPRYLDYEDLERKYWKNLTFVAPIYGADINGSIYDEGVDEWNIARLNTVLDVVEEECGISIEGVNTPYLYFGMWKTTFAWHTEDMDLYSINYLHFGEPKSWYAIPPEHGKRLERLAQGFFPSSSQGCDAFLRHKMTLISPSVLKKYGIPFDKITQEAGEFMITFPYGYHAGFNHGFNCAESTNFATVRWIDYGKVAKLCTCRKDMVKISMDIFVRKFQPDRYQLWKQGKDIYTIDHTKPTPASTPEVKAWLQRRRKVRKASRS
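reagent = H3K9me3 peptide substrate, Fe(II), 2-oxoglutarate | system = GST-tagged GASC-1 (JMJD2C) catalytic fragment, aa 2-372 | amount = enzyme final amount 10 nM | read-out = Fall in 671/618 emission ratio as inhibition | medium = HEPES buffer, pH 7.5, plus ascorbate | schedule = 30 min reaction, 60 min detection, RT | measured by = LANCE TR-FRET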
Pf Dd2 growth = blocks growth of Plasmodium falciparum Dd2 parasites; AID 1159554; activity change, % at 10 µM; P. falciparum Dd2 growth, SYBR Green, 72 h; hits give low values; hit rate 2.3% among 94,000; in the data active = activity change below about -80%
T cruzi growth = inhibitors of T. cruzi proliferation; hit rate 5.9% among 77,000; inhibition, % at 8.34 µM; T. cruzi beta-gal in NIH3T3, GalScreen luminescence, 90 h;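 active = mean inhibition above about 93%, with at least 55% of replicates each passing it, limit read from the data, passing the limit was not always enough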
C diff growth = C. difficile growth inhibition; Clostridium difficile clinical isolate growth, OD600, 24 h; hits give low values; growth activity, negative = inhibition, % at 16 µg/mL (by protocol); hit rate 0.25% among 86,000; AID 1259249;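 active = mean growth activity at or below -80% and every replicate also at or below -80%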;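 note: 0% = DMSO wells and -100% = levofloxacin 16 µg/mL wells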
* = called active by the depositor; · = not tested or not shown; & = joins results of further samples.

SMILES | KDM4C inh | Pf Dd2 growth | T cruzi growth | C diff growth
COc1cccc(NC(=O)C[C@H]2CC[C@H]3[C@@H](COc4ccc(NC(=O)C5CCOCC5)cc4C(=O)N3C)O2)c1 | 1.1 | -4 | 37 | -9
COc1ccccc1NC(=O)N[C@H]1CC[C@@H](CCNS(=O)(=O)c2ccc(F)cc2)O[C@@H]1CO | -0.8 | -4 | 7 | -4
COc1ccc2c3c(n(C)c2c1)[C@H](CO)N(C(=O)Cc1ccccn1)CC31CCN(C)CC1 | -0.6 | 34 | · | -6
O=C(CN1CCOCC1)NCC[C@@H]1CC[C@H](NC(=O)c2ccccc2F)[C@@H](CO)O1 | 0.1 | 23 | -23 | ·
C[C@@H]1CN([C@H](C)CO)C(=O)c2cc(NS(=O)(=O)c3ccc(Cl)cc3)ccc2O[C@@H](C)CCCCO[C@@H]1CN(C)C(=O)CCC(F)(F)F | -0.2 | -36 | 99* | -10
O=C(c1cnccn1)N1CC2(C1)[C@H](c1ccccc1)[C@@H](CO)N2C(=O)c1ccccc1 | 0.3 | -18 | · | 5
CN1C(=O)c2cc(NS(C)(=O)=O)ccc2OC[C@H]2O[C@@H](CC(=O)NCc3ccc(-c4ccccc4)cc3)CC[C@H]21 | -0.1 | · | 11 | 0
C[C@H]1CN([C@@H](C)CO)C(=O)c2cc(NS(=O)(=O)c3cn(C)cn3)ccc2O[C@H]1CN(C)Cc1ccc(-c2ccccc2)cc1 | 1.6 | 1 | 29 | -20
CC(C)(O)C#Cc1cccc(-c2nc(C(=O)N3CCN(Cc4ccccc4)CC3)cc3c2[C@@H](CCO)N(S(=O)C(C)(C)C)C3)c1 (stereo partly specified) | -0.2 | · | 37 | -3
Cc1ccc(S(=O)(=O)NC[C@H]2CC[C@@H]3[C@@H](CN3Cc3cc(-c4ccccc4)on3)O2)cc1 | · | 9 | · | -1
Cc1noc(C)c1NC(=O)N(C)C[C@H]1Oc2ccc(NC(=O)CCC(F)(F)F)cc2CC(=O)N([C@H](C)CO)C[C@H]1C | -0.1 | 3 | 24 | 1
C[C@@H]1CN([C@@H](C)CO)C(=O)c2cc(Br)cnc2O[C@H]1CN(C)C(=O)c1ccc(F)cc1 | -1.5 | -4 | · | 2
O=C(NCCN1CCCC1)[C@@H]1[C@@H](CO)[C@@H]2Cn3c(cccc3=O)[C@@H]2N1C(=O)c1ccccc1 | -0.1 | -3 | 28 | -2
CN1C[C@H]2[C@@H](c3ccccc31)[C@H](CO)N2C(=O)Nc1cccc(F)c1 | 3.4 | -2 | 33 | 1
C[C@H]1CN([C@@H](C)CO)C(=O)c2cccc(NC(=O)c3ccc(-c4nccs4)cc3)c2O[C@@H]1CN(C)Cc1ccc(C(=O)Nc2ccccc2N)cc1 | 0.5 | -90* | 104* | 8
COc1cccc(NC(=O)C[C@@H]2CC[C@@H]3[C@H](COc4ccc(NC(C)=O)cc4C(=O)N3C)O2)c1 | -0.4 | -3 | -5 | 9
O=C(C1CC1)N1CC2(C1)[C@H](c1ccccc1)[C@H](CO)N2S(=O)(=O)c1ccccc1 | 0.1 | 13 | · | -1
CN1c2ccc(-c3cccc(C#N)c3)cc2[C@@H]2[C@@H](CCN2C(=O)C2CC2)[C@H]1CO | -2.2 | -41 | · | 9
Cc1ccc(S(=O)(=O)N(C)C[C@@H]2OCCCC[C@H](C)Oc3ccc(NC(=O)c4ccncc4)cc3C(=O)N([C@H](C)CO)C[C@@H]2C)cc1 | -1.1 | -48 | · | ·
CO[C@@H]1CN(C)C(=O)c2cc(NC(=O)Nc3ccc(C(F)(F)F)cc3)ccc2OC[C@@H](C)NC[C@@H]1C | -0.1 | -81* | -11 | ·
COC(=O)C[C@H]1CC[C@H]2[C@H](COc3ccc(NC(=O)NCc4ccccc4)cc3C(=O)N2C)O1 | 3.4 | 1 | 19 | 6
CCC(=O)NC[C@H]1[C@@H](c2ccc(-c3cccc(F)c3)cc2)[C@@H](CO)N1C(=O)CC | -2.8 | 19 | 87 | 5
Cc1noc(C)c1NC(=O)Nc1cccc2c1O[C@H](CN(C)C(=O)Nc1ccc3c(c1)OCO3)[C@@H](C)CN([C@H](C)CO)C2=O | 1.1 | 27 | · | 3
C[C@@H]1CN([C@H](C)CO)C(=O)c2cc(NC(=O)Nc3ccc4c(c3)OCO4)ccc2O[C@H]1CN(C)S(=O)(=O)c1cn(C)cn1 | 0.8 | -2 | 62 | -2
C/C=C/c1ccc2c(c1)O[C@@H](CN(C)C(=O)NC1CCCCC1)[C@H](C)CN([C@H](C)CO)S2(=O)=O | -2.7 | -30 | 69 | -1

3 of the entries above in order of the Pf Dd2 growth value, falling:
structure	KDM4C inh	Pf Dd2 growth
O=C(C1CC1)N1CC2(C1)[C@H](c1ccccc1)[C@H](CO)N2S(=O)(=O)c1ccccc1	0.1	13
O=C(c1cnccn1)N1CC2(C1)[C@H](c1ccccc1)[C@@H](CO)N2C(=O)c1ccccc1	0.3	-18
CO[C@@H]1CN(C)C(=O)c2cc(NC(=O)Nc3ccc(C(F)(F)F)cc3)ccc2OC[C@@H](C)NC[C@@H]1C	-0.1	-81*

Next part.
SMILES | KDM4C inh | Pf Dd2 growth | T cruzi growth | C diff growth
CNC(=O)C[C@@H]1CC[C@H]2[C@@H](COC[C@H](O)CN2C(=O)c2ccccn2)O1 | -2.3 | 2 | 15 | ·
COCC#Cc1cnc2c(c1)C(=O)N([C@H](C)CO)C[C@H](C)[C@H](CN(C)C(=O)c1cccnc1)O2 | -0.2 | 30 | -12 | -1
CC(=O)N1[C@H](C(=O)N[C@H](C)c2ccccc2)[C@@H](CO)[C@@H]2Cn3c(cccc3=O)[C@@H]21 | 0.1 | -4 | 30 | 0
Cc1cccc(CN(C)C[C@H]2OCc3cnnn3CCCC(=O)N([C@H](C)CO)C[C@@H]2C)c1 | · | -17 | -94 | -2
CC(C)NC(=O)N(C)C[C@H]1Oc2cc(C#C[C@H](C)O)ccc2S(=O)(=O)N([C@H](C)CO)C[C@H]1C | -1.6 | 17 | · | -6
C[C@@H]1CCCCO[C@H](CN(C)C)[C@H](C)CN([C@H](C)CO)C(=O)c2cc(NS(=O)(=O)c3ccc(F)cc3)ccc2O1 | -0.3 | -6 | 8 | 0
C[C@H]1CN([C@@H](C)CO)C(=O)c2cccc(NS(=O)(=O)c3ccc(F)cc3)c2O[C@@H]1CN(C)S(=O)(=O)c1cn(C)cn1 | 0.2 | -4 | -6 | -6
Cn1cnc(CCNC(=O)C[C@@H]2CC[C@H]3[C@@H](COC[C@H](O)CN3C(=O)Nc3ccc(C(F)(F)F)cc3)O2)c1 | -0.5 | -18 | 52 | 8&-2
C[C@H](CO)N1C[C@H](C)[C@H](CN(C)S(=O)(=O)c2ccc(Cl)cc2)Oc2c(NC(=O)C3CCOCC3)cccc2C1=O | 0.5 | -8 | -105 | 10
C[C@H](CO)N1C[C@H](C)[C@@H](CN(C)C(=O)C2CCCCC2)OCCCC[C@H](C)Oc2ccc(NC(=O)Nc3ccc(C(F)(F)F)cc3)cc2C1=O | 0.2 | -28 | 120* | 7
CCS(=O)(=O)N1CCCCN2[C@H](CO)[C@@H](c3ccc(-c4ccc(C(=O)N(C)C)cc4)cc3)[C@H]2C1 | 1.2 | 6 | 4 | 2
C[C@@H]1CN([C@H](C)CO)C(=O)c2cc(NS(C)(=O)=O)ccc2O[C@@H]1CN(C)Cc1ccc(C(=O)Nc2ccccc2N)cc1 | -0.4 | -33 | 71 | -2
O=C(C1CCC1)N1C[C@@H]2[C@H](c3ccccc31)[C@H](CO)N2C(=O)Cc1ccccn1 | 20 | -9 | 5 | -9
C/C=C/c1ccc2c(c1)O[C@@H](CN(C)Cc1ccc(C(=O)O)cc1)[C@H](C)CN([C@@H](C)CO)S2(=O)=O | 0.9 | 26 | · | 0
C[C@@H]1CN([C@@H](C)CO)C(=O)c2cccc(NS(C)(=O)=O)c2O[C@H]1CN(C)CC1CC1 | -0.1 | 37 | 45 | 2
CCN1[C@@H]2c3ccc(C4=CCCC4)c(=O)n3C[C@@H]2[C@@H](CO)[C@@H]1C(=O)NCc1cccc(OC)c1 | 12 | · | 5 | -13
C[C@@H]1CN([C@H](C)CO)C(=O)c2cc(NC(=O)CCN3CCOCC3)ccc2O[C@H]1CN(C)S(=O)(=O)c1cccs1 | 0.6 | 35 | -137 | -2
COCCNC(=O)C[C@@H]1CC[C@@H]2[C@H](COc3ccc(NC(=O)C4CCCC4)cc3C(=O)N2C)O1 | 1.8 | 18 | 23 | -1
C[C@H]1CN([C@@H](C)CO)C(=O)Cc2cc(NS(=O)(=O)c3ccc(Cl)cc3)ccc2O[C@@H]1CN(C)Cc1ccc2c(c1)OCO2 | -1.3 | -10 | 107* | 4
C[C@H]1CN([C@@H](C)CO)C(=O)c2cc(NC(=O)Cc3ccccc3)ccc2O[C@H]1CN(C)Cc1ccc(-c2ccccc2)cc1 | 9.6 | 16 | 67 | 2
CO[C@@H]1CN(C)C(=O)c2ccc(NC(=O)Nc3ccc(Cl)cc3)cc2OC[C@H](C)N(C)C[C@@H]1C | -0.3 | · | -11 | -8
C[C@@H]1CN([C@@H](C)CO)C(=O)c2cccc(NC(=O)CCCCCC(=O)Nc3ccccc3N)c2O[C@@H]1CN(C)Cc1ccc2c(c1)OCO2 | 0.3 | -89* | · | -3
O=C(NCC[C@@H]1CC[C@H](NC(=O)Nc2cc(F)ccc2F)[C@@H](CO)O1)Nc1ccc(Cl)cc1 | 0.9 | 12 | -20 | 1
C[C@H](CO)N1C[C@H](C)[C@H](CN(C)C(=O)Nc2ccc(F)cc2)OCCCC[C@H](C)Oc2ccc(NC(=O)Nc3ccccc3)cc2C1=O | -0.4 | 15 | 123* | 0
C[C@@H]1CN([C@@H](C)CO)C(=O)Cc2cc(NS(C)(=O)=O)ccc2O[C@H]1CN(C)CC1CCCCC1 | 0.0 | -26 | 9 | -3

Other records
SMILES | KDM4C inh | Pf Dd2 growth | T cruzi growth | C diff growth
O=C(N[C@@H]1CC[C@H](CC(=O)N2CCOCC2)O[C@@H]1CO)c1ccc2c(c1)OCO2 | 1.9 | 13 | -4 | -8
COc1ccc(NC(=O)N(C)C[C@@H]2Oc3c(NC(=O)C4CC4)cccc3C(=O)N([C@@H](C)CO)C[C@H]2C)cc1 | 0.5 | 13 | 46 | -2
COCC#Cc1ccc2c(c1)O[C@@H](CN(C)S(C)(=O)=O)[C@@H](C)CN([C@H](C)CO)S2(=O)=O | 1.0 | 28 | -55 | 3
COCC#Cc1ccc2c(c1)O[C@H](CN(C)C(=O)Nc1ccccc1F)[C@@H](C)CN([C@H](C)CO)S2(=O)=O | -0.9 | -61 | 46 | 7
Cc1cccc(CN(C)C[C@@H]2Oc3ncc(-c4ccc(F)cc4)cc3C(=O)N([C@H](C)CO)C[C@@H]2C)c1 | -0.4 | -46 | 48 | 12
C[C@H]1CCCCO[C@@H](CN(C)Cc2ccncc2)[C@@H](C)CN([C@@H](C)CO)C(=O)c2cc(NS(=O)(=O)c3ccc(F)cc3)ccc2O1 | 2.0 | -50 | · | -2
O=C(C1CCC1)N1CC(=O)N2[C@@H](CO)[C@H](c3ccc(-c4ccccc4F)cc3)[C@@H]2C1 | 1.1 | -13 | · | -3
C[C@@H]1CCCCO[C@@H](CN(C)S(=O)(=O)c2ccc(F)cc2)[C@@H](C)CN([C@H](C)CO)C(=O)c2cc(NC(=O)Nc3ccc(C(F)(F)F)cc3)ccc2O1 | -0.3 | -82* | 104* | ·
CC(C)NC(=O)Nc1ccc2c(c1)C(=O)N([C@@H](C)CO)C[C@H](C)[C@H](CN(C)Cc1ccc(C(=O)O)cc1)O2 | 0.3 | 18 | 35 | -2
C[C@H](CO)N1C[C@H](C)[C@@H](CN(C)S(=O)(=O)c2ccc(Cl)cc2)Oc2c(NC(=O)c3ccncc3)cccc2C1=O | · | 14 | -7 | 0
C[C@H]1CN([C@@H](C)CO)C(=O)Cc2cc(NS(=O)(=O)c3ccc(F)cc3)ccc2O[C@H]1CN(C)C | -0.1 | 5 | 6 | -2
OC[C@@H]1[C@@H](c2ccc(Br)cc2)[C@H]2CN(Cc3ccccn3)CCCCN12 | 1.3 | 3 | 67 | -4

A stretch of the results above, for reference:
SMILES | KDM4C inh | Pf Dd2 growth | T cruzi growth | C diff growth
COc1ccc(NC(=O)N(C)C[C@@H]2Oc3c(NC(=O)C4CC4)cccc3C(=O)N([C@@H](C)CO)C[C@H]2C)cc1 | 0.5 | 13 | 46 | -2
COCC#Cc1ccc2c(c1)O[C@@H](CN(C)S(C)(=O)=O)[C@@H](C)CN([C@H](C)CO)S2(=O)=O | 1.0 | 28 | -55 | 3

Pulled by structure from the entries so far:
SMILES | KDM4C inh | Pf Dd2 growth | T cruzi growth | C diff growth
C[C@H](CO)N1C[C@H](C)[C@@H](CN(C)S(=O)(=O)c2ccc(Cl)cc2)Oc2c(NC(=O)c3ccncc3)cccc2C1=O | · | 14 | -7 | 0
C[C@H]1CCCCO[C@@H](CN(C)Cc2ccncc2)[C@@H](C)CN([C@@H](C)CO)C(=O)c2cc(NS(=O)(=O)c3ccc(F)cc3)ccc2O1 | 2.0 | -50 | · | -2
